Screening results as filed in PubChem BioAssay.
S1P3 antag: S1P3 receptor antagonists, primary screen, cell-based. Sphingosine 1-phosphate receptor 3 (Homo sapiens), Q99500. CHO S1P3 NFAT-BLA reporter, FRET fluorescence, antagonist mode. inhibition, % at 4.98 µM. actives 0.27% (n = 170,000). AID 485, 2006;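 active = inhibition above the plate cutoff, the mean inhibition of test wells on that plate plus 3 SD, cut at about 28% in these data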;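 note: cells challenged with S1P at its EC80 of 0.8 µM; blue over green emission ratio from cleaved BLA substrate after 4 h stimulation; 0% = S1P-stimulated wells and 100% = unstimulated DMSO-only wells; some compounds past the cut are filed as inactive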
Target sequence (Q99500 whole entry, looked up): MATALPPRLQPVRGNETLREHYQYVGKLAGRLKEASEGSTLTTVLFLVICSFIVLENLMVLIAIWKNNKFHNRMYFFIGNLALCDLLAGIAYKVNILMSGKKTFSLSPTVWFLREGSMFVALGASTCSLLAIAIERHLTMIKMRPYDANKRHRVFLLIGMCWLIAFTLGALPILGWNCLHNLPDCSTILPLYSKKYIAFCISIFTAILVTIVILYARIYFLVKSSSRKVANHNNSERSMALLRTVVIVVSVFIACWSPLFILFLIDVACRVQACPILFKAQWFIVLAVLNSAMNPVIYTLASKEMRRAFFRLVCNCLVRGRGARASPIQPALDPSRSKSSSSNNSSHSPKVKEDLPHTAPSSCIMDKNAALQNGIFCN
* = called active by the depositor.

S1P3 antag	Structure
-13.0	COc1ccc(C2CC3(O)CC(C#N)(C(=O)N3)C2(C#N)C#N)cc1 (stereo not drawn)
11.0	C=CCN(c1ccc(F)cc1)S(=O)(=O)c1cc(C(=O)OCC(=O)N(C)C2CCS(=O)(=O)C2)ccc1Cl (stereo not drawn)
-22.7	CC(=O)N1c2ccc(N=Cc3cc(Br)cc(Br)c3O)cc2CC1C (stereo not drawn)
-6.0	CC(=O)c1sc(=S)n(-c2ccccc2)c1C
-0.2	COc1ccc(CNC(=O)CCC(=O)Nc2nnc(C(C)C)s2)cc1
1.7	Nc1ccc(-c2nc3cc(N)ccc3n2CCO)cc1
0.7	O=C(O)COCC(=O)NCc1csc2ccccc12
-1.5	O=C(O)/C=C/c1ccc(S(=O)(=O)Nc2ccc(OCc3ccccc3)cc2)cc1
-8.6	CC(C)CNC(=O)COC(=O)c1cccc(S(=O)(=O)NCC(F)(F)F)c1
-7.5	O=C(Nc1ccc2c(c1)CCC2)c1cc(=O)[nH]c2ccccc12
-18.2	Cc1ccc2nc(NC(=O)CS(=O)(=O)Cc3ccccc3)sc2c1
5.6	O=C(O)COc1ccccc1/C=N/NC(=O)c1cc2ccccc2cc1O
-17.1	COc1c(N2CCN(C(=S)Nc3ccccc3F)C(C)C2)c(F)cc2c(=O)c(C(=O)O)cn(C3CC3)c12 (stereo not drawn)
21.2	COc1cc2c(cc1OC)CN(C(=O)c1ccc([N+](=O)[O-])o1)CC2
-2.9	Cc1ccc(NC(=O)C/C(N)=N/O)cc1Cl
-1.2	CC(C)(C)C(=O)Nc1cccc(-c2ncon2)c1
-18.3	O=C(O)c1cccc(-n2cccc2/C=C/[N+](=O)[O-])c1
-2.6	O=C(N/N=C/c1cccc([N+](=O)[O-])c1)c1nc2ccccc2c(=O)[nH]1
-2.6	CC1CC(C)CN(C(=O)Nc2ccccc2F)C1 (stereo not drawn)
-0.7	CCc1cc2ccc(OC)cc2nc1SCC(=O)N1CCN(C(=O)c2ccco2)CC1
8.2	COc1cccc(N2CC(=O)N(NC(=O)c3sc4nc(C)cc(C)c4c3N)CC2=O)c1
-11.4	O=C(Nc1cccc(S(=O)(=O)NC2=NCCC2)c1)C1CCCCC1
-3.2	O=c1[nH]c(CSc2nc3ccccc3s2)nc2ccccc12
-1.8	CN=C(C)/C(C(=O)OC)=C(/O)c1ccc(Cl)cc1Cl

Look-ups from the results shown.
S1P3 antag result of CN=C(C)/C(C(=O)OC)=C(/O)c1ccc(Cl)cc1Cl → -1.8
S1P3 antag result of Cc1ccc(NC(=O)C/C(N)=N/O)cc1Cl → -2.9
S1P3 antag result of CCc1cc2ccc(OC)cc2nc1SCC(=O)N1CCN(C(=O)c2ccco2)CC1 → -0.7
S1P3 antag result of O=C(O)c1cccc(-n2cccc2/C=C/[N+](=O)[O-])c1 → -18.3
S1P3 antag result of COc1c(N2CCN(C(=S)Nc3ccccc3F)C(C)C2)c(F)cc2c(=O)c(C(=O)O)cn(C3CC3)c12 (stereo not drawn) → -17.1
S1P3 antag result of O=c1[nH]c(CSc2nc3ccccc3s2)nc2ccccc12 → -3.2
S1P3 antag result of COc1cc2c(cc1OC)CN(C(=O)c1ccc([N+](=O)[O-])o1)CC2 → 21.2

Further compounds:
S1P3 antag	Structure
6.6	CCn1c(SCC(=O)N(C)c2c(N)n(Cc3ccccc3)c(=O)[nH]c2=O)nc2ccccc21
-9.1	COC(=O)c1cccc(NC(=O)NC(=O)c2ccc(Cl)cc2)c1
2.1	Cc1cc(C(=O)NNC(=O)c2cccc(C(F)(F)F)c2)no1
5.3	N#CC1CCN(c2ncccc2[N+](=O)[O-])CC1
-3.7	CCCNc1cc(=S)nc(N)[nH]1
-4.2	CCn1c(SCC(=O)NCCc2ccccc2)nc2sc3c(c2c1=O)CCN(C)C3
7.5	O=C(Nc1cccc(S(=O)(=O)N2CCCC2)c1)C1CCCN1C(=O)c1cccs1 (stereo not drawn)
3.7	Cn1nc(-c2ccc(Cl)cc2)cc1NC(=O)CCCC(=O)O
12.9	O=C(N/N=C/c1ccccc1[N+](=O)[O-])c1ccc2c(c1)OCCO2
-16.9	CC(=O)C1=C(O)C(=O)N(C)C1c1ccccc1[N+](=O)[O-] (stereo not drawn)
-6.1	Cc1nc2c(sc3nc(N4CCOCC4)c4c(c32)CC(C)(C)OC4)c(-c2ccccc2)c1C(=O)O
11.5	COc1ccc(S(=O)(=O)N2C(=O)/C(=C3\SC(N)=NC3=O)c3ccccc32)cc1
5.0	O=C(COc1ccc([N+](=O)[O-])cc1Cl)Nn1cnnc1
-1.6	Cc1cc(OCC(=O)N2CCOCC2)ccc1[N+](=O)[O-]
0.0	c1ccc(-c2ccc3nnnn3n2)cc1
0.2	O=Cc1c(-c2ccccc2)nc2ccccn12
-11.2	O=C(CSc1nccc(=O)[nH]1)NCc1ccco1
0.7	CCc1c(C)c(C#N)c2[nH]c3ccccc3n2c1=S
-9.5	CCOC(=O)CN(C(=O)CSc1nnc(COc2ccc(OC)cc2)n1CC)c1ccccc1
8.9	CC(C)Sc1n[nH]c(=O)n1-c1cccc(C(F)(F)F)c1
-16.7	COc1ccc(NC(=O)c2oc3ccccc3c2NC(=O)c2ccc(OC)c(OC)c2)c(OC)c1
1.8	CCC1CC(CSC(=N)N)OC1=O (stereo not drawn)
-11.3	CCCc1cnc(N2CCN(C(=O)c3c(-c4ccccc4)noc3C)CC2)nc1
-11.4	CC(C)N1CN(c2ccccc2)C(=S)N(c2ccccc2)C1

Nothing new here: 3 of the compounds above.
S1P3 antag	Structure
5.0	O=C(COc1ccc([N+](=O)[O-])cc1Cl)Nn1cnnc1
-1.6	Cc1cc(OCC(=O)N2CCOCC2)ccc1[N+](=O)[O-]
0.0	c1ccc(-c2ccc3nnnn3n2)cc1

Other compounds follow.
S1P3 antag	Structure
5.5	NC(=S)N/N=C/c1ccc(/C=N/NC(N)=S)cc1
16.5	C=CCn1c(SCC(=C)C)nc2c1c(=O)[nH]c(=O)n2C
12.8	COC(=O)Cn1c(O)c(N=NC(=O)OC)c2ccccc21
4.6	Cc1cc(C(=O)NCc2cccs2)nn1C
3.1	O=C(NCc1ccccc1)N1CCOCC1
-6.4	CC1=CCC(C(=O)O)C(C(=O)Nc2ccc(-c3nc4ccc(C)cc4s3)cc2)C1 (stereo not drawn)
-30.6	O=c1[nH]c2cccnc2n1-c1ccc([N+](=O)[O-])cc1
7.6	CC(C)NC(=O)CSc1nccc(-c2cccs2)n1
0.5	CCOC(=O)CN1NC2(CCCCCCC2)NC1=S
-8.6	O=C1CN(C(=O)CSc2nc3ccccc3c(=O)n2CCCN2CCOCC2)c2ccccc2N1
-15.8	CC1C2(C)OC(=N)C(C#N)(C(C)O2)C1(C#N)C#N (stereo not drawn)
-0.1	O=C(Nc1ccccc1C(=O)Nc1nnc(C(F)(F)F)s1)c1ccccc1Cl
-8.1	N#C/C(=C(/O)c1ccc(Cl)c([N+](=O)[O-])c1)c1nc2ccccc2[nH]1
7.8	COC(=O)c1cc(C)[nH]c2c(C)cc3nc4ccccc4c3c12
5.9	COC(=O)CC1=C(C(=O)OC)C(c2ccc3c(c2)OCO3)C(C#N)=C(N)O1 (stereo not drawn)
-19.4	CCN1C(=O)C2(C(C(=O)c3cc4ccccc4o3)=C(O)C(=O)N2CCCN2CCOCC2)c2ccccc21 (stereo not drawn)
-7.1	CCc1ccc(-c2csc3ncn(CC(=O)NCc4ccco4)c(=O)c23)cc1
-7.8	O=C(O)c1cccc(S(=O)(=O)Nc2cc(Cl)ccc2Cl)c1
-8.1	COc1ccc(-c2nc3c(n2O)CCc2c-3no[n+]2[O-])cc1
-2.1	COc1ccc2cc(C3CC(c4cccs4)=NN3C(C)=O)c(Cl)nc2c1 (stereo not drawn)
-0.5	CCOC(=O)c1ccc(-c2ccc(C=O)o2)cc1
76.1*	CCN(CC)c1ccc(/C=C/c2cc(-c3ccccc3)c3ccccc3n2)cc1
9.3	Cn1ncc2c(Nc3ccc([N+](=O)[O-])cc3)nc(Cl)nc21
8.7	O=C(Cc1cccs1)Nc1ccccc1-c1nc2ccccc2[nH]1
-6.5	CCOC(=O)Nc1c2ccccc2nc2ccccc12
19.0	COc1ccc(/C=C/C(=O)O)cc1S(=O)(=O)N1CCC(C)CC1
-7.5	O=C(COc1ccccc1[N+](=O)[O-])Nc1ccc(Br)cc1
4.0	O=C(c1cccc([N+](=O)[O-])c1)c1ccccn1
4.1	CCOC(=O)/C(C#N)=N/Nc1c(S(=O)(=O)Cc2ccco2)csc1C(=O)OC
-13.1	COc1ccccc1NS(=O)(=O)c1ccc(O)c(C(=O)OCC(=O)N2CCc3ccccc32)c1
-2.8	COc1ccc(/C=C/C(=O)OCc2nc3ccccc3c(=O)[nH]2)c(OC)c1
14.4	O=C(/C=C/c1ccco1)N(Cc1ccccc1)C1CCS(=O)(=O)C1 (stereo not drawn)
-2.8	O=C(COC(=O)c1cc[n+]([O-])cc1)Nc1ccc(SC(F)F)cc1
12.2	CC(Oc1ccccc1)C(=O)N1CCN=C1SCc1cccc(F)c1 (stereo not drawn)
-11.0	CC1CCN(C(=O)CC#N)CC1
6.3	CCCCOP(=O)(OCCCC)C(O)c1ccc(F)cc1 (stereo not drawn)
-8.4	FC(F)(F)c1nc2cc3nc4ccccc4[nH]c3cc2n1
-3.0	Cc1ncc(/C=C2\C(=O)Nc3ccccc32)[nH]1
2.5	NS(=O)(=O)c1ccc(NC(=O)COC(=O)c2ccc([N+](=O)[O-])s2)cc1
-5.6	CCN(Cc1cnn(C)c1)C(=O)c1cc(COc2ccc(F)cc2F)on1
-5.6	CCOc1cc(/C=N\Nc2nc(-c3ccc(C)cc3)c(NC(C)=O)s2)ccc1O
-2.0	NC(N)=NC(=S)Nc1ccc(Cl)cc1
6.4	O=[N+]([O-])c1ccccc1OCCOc1ccccc1[N+](=O)[O-]
-12.7	CC(=O)Nc1ccc(S(=O)(=O)NCC(=O)NC(C)c2ccc(S(N)(=O)=O)cc2)cc1 (stereo not drawn)
-2.4	Cn1c(SCC(=O)c2ccccc2)nnc1-c1cccs1
1.1	Cc1nnsc1-c1onc(C)c1C(=O)O/N=C/c1ccc(Cl)cc1
-22.4	CC(C)C[C@H](NC(=O)N1CCCCCC1)C(=O)O
-8.8	COc1ccc(NC(=O)C2C3C=CC(C3)C2C(=O)O)cc1 (stereo not drawn)
-14.9	CCN(CC)S(=O)(=O)c1ccc(N(C)C)c(NC(=O)C2CCCC2)c1
-20.7	COc1ccccc1CC(=O)Nc1cccc(C(=O)Nc2nccs2)c1
-9.7	CC1=CC(C)(C)Nc2ccc(Cc3ccc4c(c3)C(C)=CC(C)(C)N4)cc21
2.5	NNC(=O)c1ccc(Oc2cc(Cl)cc(Cl)c2)o1
2.0	Cc1nn2c(N3CCN(C)CC3)c3c(nc2c1-c1ccccc1)CCCC3
-10.8	O=c1c(C(c2ccc(Cl)cc2)c2c(O)nc3n(c2=O)CCS3)c(O)nc2n1CCS2
-2.8	Oc1[nH]c2ccc(Br)cc2c1N=Nc1nn[nH]n1
2.5	CC1=CC(C)C(COC(=O)CN2CCCCC2)C(C)C1 (stereo not drawn)
12.3	COC(=O)c1cc(-c2ccc(S(=O)(=O)N3CCCCC3)cc2)c(C(F)(F)F)s1
-3.3	NC(=O)Nc1ccc(Nc2ccccc2)cc1
-10.0	Cc1nc(-c2cc(C#N)c(Sc3ccc(Cl)cc3Cl)nc2C)cs1
-15.8	CC12CN3CC(C)(CN(C1)C3c1ccc([N+](=O)[O-])o1)C2 (stereo not drawn)

Quoted at random: four entries already listed, in no set order.
S1P3 antag	Structure
-14.9	CCN(CC)S(=O)(=O)c1ccc(N(C)C)c(NC(=O)C2CCCC2)c1
12.3	COC(=O)c1cc(-c2ccc(S(=O)(=O)N3CCCCC3)cc2)c(C(F)(F)F)s1
-3.3	NC(=O)Nc1ccc(Nc2ccccc2)cc1
2.5	NNC(=O)c1ccc(Oc2cc(Cl)cc(Cl)c2)o1

The list goes on.
S1P3 antag	Structure
-9.4	O=C1Nc2cc3c(cc2C1=O)sc1ccccc13
-3.5	Cc1ccc(CN2C(=O)CSC2c2cccnc2)cc1 (stereo not drawn)
-2.1	CC(=O)N1N=C(c2ccccc2OC(=O)/C=C/c2ccccc2)CC1c1ccccc1 (stereo not drawn)
-3.6	O=C1CN(C(=O)CNCc2ccccc2Cl)c2ccccc2N1
0.0	COc1ccc(-n2c(=S)[nH]c3ncccc3c2=O)cc1
-9.5	Cc1ccc2nc(NC(=O)C3CCCN(S(=O)(=O)c4cccc5nonc45)C3)sc2c1 (stereo not drawn)
-11.5	CNc1ccc([N+](=O)[O-])cc1C(=O)O
-6.3	O=C(CN1CCN(S(=O)(=O)c2ccccc2[N+](=O)[O-])CC1)Nc1ccc(N2CCOCC2)cc1
-11.3	COc1cc(-c2nnc3sc(-c4ccccn4)nn23)cc(OC)c1OC
15.0	COc1cc(C)nc(N(Cc2ccccc2)S(=O)(=O)c2ccc(C)cc2)n1
1.4	COc1ccc(C(=O)CN2Cc3ccccc3C2=N)cc1
-29.1	CCOC(=O)CNc1nc(Cl)nc(Nc2ccc(Cl)cc2)n1
2.0	CCN(Cc1cc(OC)c(OC)c(OC)c1)C(=S)Nc1cccc(SC)c1
2.6	CC(=O)NC(=S)Nc1ccc(NC(=O)c2cccnc2Cl)cc1
3.1	COc1cc2oc(-c3ccc(O)cc3)cc(=O)c2c(OC)c1O
-2.1	CC(C)OC(=O)CSc1nnc(C2CCCCC2)n1N
-20.1	Cc1ccc(C(=O)COC(=O)CNC(=O)c2ccc(Br)o2)cc1[N+](=O)[O-]
-0.7	COc1cc(-c2noc(CCCC(=O)Nc3cccnc3)n2)cc(OC)c1OC
10.6	COc1cc([N+](=O)[O-])cc2sc(NC(C)=O)nc12
-5.0	CCOC(=O)COc1nc(C)cc(C(F)(F)F)c1C#N
-2.8	CC(C)C(=O)NNC(=O)c1c(O)c2ccccc2[nH]c1=O
1.9	COc1ccc(C)c2sc(=NC(=O)c3ccc(C(C)=O)cc3)n(C)c12
-6.0	O=c1cc(C(F)(F)F)[nH]c2ccc(C(F)(F)F)cc12
17.9	CC1(C)CC(N=C2C([N+](=O)[O-])=CC=C3C2=NC2(CCCCC2)N3O)CC(C)(C)N1
-5.7	COc1ccc(OC)c(N/C(=N/c2nc(C)cc(C)n2)NC(C)=O)c1

The list is partial, so the mix of outcomes need not match the whole.
